TAAR1 ag = human TAAR1 agonists, primary screen, Fluo-8 calcium fluorescence, CHO RD-HGA16 cells | hit rate 0.99% among 360,000 | vehicle wells 0%, saturating PEA agonist 100% | Trace amine-associated receptor 1 (Homo sapiens), Q96RJ0 | activation, % at 3 µM | AID 624467, 2012;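 active = activation above the mean activation of all test compounds in the run plus 3 SD, cut at about 38% in these data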
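Benchmarks: low control DMSO, high control PEA (EC100); System: CHO RD-HGA16 cells carrying human TAAR1 plus Gα16; Detection: Fluo-8 fluorescence, 5 s baseline then 140 s kinetic read; Schedule: 17-24 h plating, Fluo-8 75 min 37 °C, 30 min RT; Read-out basis: % activation from peak over basal fluorescence ratio, DMSO-to-PEA scaled.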
CHRM1 agonist = human M1 muscarinic receptor agonists, primary screen, Fluo-8 calcium fluorescence, CHO-K1 cells, HTS; CHO-K1 hM1, agonist mode; 0% DMSO, 100% acetylcholine EC100; activation, % at 3 µM; hit rate 0.33% among 360,000;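 active = activation above the run's mean compound activation plus 3 SD, cut at about 16% in these data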;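 note: peak over basal fluorescence ratio within a 140 s kinetic read after compound addition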
Target sequence (P11229 whole entry, looked up): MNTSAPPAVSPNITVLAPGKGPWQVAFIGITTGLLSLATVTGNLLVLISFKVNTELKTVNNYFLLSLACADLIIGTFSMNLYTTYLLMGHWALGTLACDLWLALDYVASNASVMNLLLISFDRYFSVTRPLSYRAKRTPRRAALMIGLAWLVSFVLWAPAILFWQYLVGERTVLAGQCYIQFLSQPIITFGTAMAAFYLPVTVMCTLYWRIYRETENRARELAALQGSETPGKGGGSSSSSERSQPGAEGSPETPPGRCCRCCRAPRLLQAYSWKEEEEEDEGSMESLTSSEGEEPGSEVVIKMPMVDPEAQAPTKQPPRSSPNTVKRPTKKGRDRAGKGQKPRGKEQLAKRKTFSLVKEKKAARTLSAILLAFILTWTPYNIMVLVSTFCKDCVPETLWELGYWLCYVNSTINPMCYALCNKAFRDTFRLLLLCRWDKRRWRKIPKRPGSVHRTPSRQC
OXTR agonist = human OXTR agonists, primary screen, fluorescence, CHO-OTR cells, Fluo-8 calcium; Oxytocin receptor (Homo sapiens), P30559; Fluo-8 calcium fluorescence; normalized: DMSO 0%, oxytocin 100%; activation, % at 3 µM; hit rate 0.32% among 320,000; AID 2435, 2010;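 active = activation above the mean of all tested compounds plus 3 SD, cutoff set per screening run, cut at about 20% in these data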;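 note: peak over basal fluorescence ratio from a 100 s FLIPR kinetic read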
CHRM1 PAM = human M1 muscarinic receptor positive allosteric modulators, primary screen, CHO-K1 cells, Fluo-8 calcium fluorescence, 1536-well. activation, % at 3 µM. hit rate 0.088% among 360,000. CHO-K1 hM1, ACh EC20; 0% = ACh EC20, 100% = maximal ACh. Muscarinic acetylcholine receptor M1 (Homo sapiens), P11229. AID 588819, 2011; in the data active = activation above about 19%, passing the limit was not always enough
V1aR counter = agonists of human V1a receptor, primary screen, counter-screen for OXTR agonist project, fluorescence, CHO-V1R cells; Vasopressin V1a receptor (Homo sapiens), P37288; Fluo-8 calcium fluorescence, agonist mode; 0% DMSO, 100% 3 nM vasopressin; activation, % at 3 µM; hit rate 0.25% among 320,000;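 active = activation above the mean activation of all tested compounds plus 3 SD, per screening run, cut at about 20% in these data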;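 note: signal is peak over basal fluorescence ratio across a 100 second FLIPR read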
Target sequence (P37288 whole entry, looked up): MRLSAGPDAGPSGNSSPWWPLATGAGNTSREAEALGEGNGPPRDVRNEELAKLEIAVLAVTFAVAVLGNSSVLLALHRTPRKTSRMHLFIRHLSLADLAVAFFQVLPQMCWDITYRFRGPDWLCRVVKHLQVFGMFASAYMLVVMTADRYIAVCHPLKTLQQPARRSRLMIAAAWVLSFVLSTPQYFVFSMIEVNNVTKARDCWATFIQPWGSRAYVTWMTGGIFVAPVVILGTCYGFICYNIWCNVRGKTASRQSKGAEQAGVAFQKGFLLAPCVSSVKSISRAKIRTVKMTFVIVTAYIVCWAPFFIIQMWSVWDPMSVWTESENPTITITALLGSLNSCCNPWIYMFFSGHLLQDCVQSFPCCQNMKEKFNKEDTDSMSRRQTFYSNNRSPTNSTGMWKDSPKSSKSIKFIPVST
OXTR potentiate = human OXTR potentiators, primary screen, fluorescence, CHO-OTR cells, Fluo-8 calcium; Oxytocin receptor (Homo sapiens), P30559; Fluo-8 calcium fluorescence, potentiator mode; 0% = oxytocin EC15, 100% = EC100; activation, % at 3 µM; hit rate 0.061% among 320,000; AID 2445, 2010;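 active = activation above that plate's cutoff, the mean activation of tested compounds plus 3 SD, cut at about 6.6% in these data, passing the limit was not always enough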;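 note: 100% uses oxytocin at 75 nM as the full agonist control; some results filed as inactive read as strong as hits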
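Assay system: CHO-OTR cells, human receptor / Also added: oxytocin at about EC15, sub-maximal agonist stimulus / Dosing: single dose, 3.0 µM nominal final compound concentration / Incubation: 6 min pre-incubation, 100 s read / Technique: Fluo-8 calcium dye fluorescence / Read-out: % activation vs EC15 and EC100 oxytocin / Benchmarks: EC15 oxytocin low, 75 nM oxytocin high / Replicates: singlicate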
CHO parental Ca = ATP-evoked calcium signal inhibitors, parental CHO, primary screen, counter-screen for OX1R antagonist project, cell-based, fluorescence, Fluo-8 calcium dye | parental CHO-K1, ATP-induced calcium, Fluo-8 fluorescence | inhibition, % at 5.6 µM | hit rate 0.63% among 330,000 | AID 463079, 2010;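 active = inhibition above that plate's mean sample inhibition plus 3 SD, cut at about 26% in these data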;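 note: 0% = ATP-challenged DMSO wells and 100% = DMSO wells without ATP; some compounds past the cut are filed as inactive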
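Measured by: calcium-sensitive Fluo-8 fluorescence / Test system: CHO parental line / Controls: ATP-challenged DMSO wells low, unchallenged DMSO wells high / Measure: % inhibition / Compound: single nominal dose of 5.6 µM per compound / Replicates: single well per compound, no replicates / Reagent: ATP as calcium-mobilizing challenge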
TAAR1 antag = human TAAR1 antagonists, primary screen, Fluo-8 calcium fluorescence, CHO RD-HGA16 cells; hit rate 1.5% among 360,000; inhibition, % at 3 µM; antagonist;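 active = inhibition above a per-plate cutoff, the mean inhibition of test compounds on that plate plus 3 SD, cut at about 49% in these data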;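 note: 0% = DMSO plus EC80 beta-PEA response and 100% = DMSO alone without agonist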
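Test system – hTAAR1-expressing CHO RD-HGA16 cells, Gα16-coupled · Reagent – β-PEA at EC80 concentration, post-compound challenge · Compound dosing – 3 µM, single point · Timing – 140 s kinetic read after compound, 140 s after agonist · Detection – Fluo-8 intracellular calcium dye fluorescence, real-time kinetic reads · Control set – DMSO and EC80 PEA controls · Repeats – n of 1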
M1 antag = human M1 muscarinic receptor antagonists, primary screen, CHO-K1 cells, Fluo-8 calcium fluorescence, 1536-well. CHO-K1 hM1, ACh EC80 antagonist. inhibition, % at 3 µM. hit rate 1.3% among 360,000. AID 588852, 2011;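 active = percent inhibition above its own plate's cutoff, namely the mean of that plate's compound wells plus 3 SD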;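 note: peak over basal fluorescence ratio during 140 s after agonist addition; 0% = ACh EC80 plus DMSO and 100% = DMSO alone without agonist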
Numbers without * were called inactive; nt = no result given.

Every second line gives: TAAR1 ag, CHRM1 agonist, OXTR agonist, CHRM1 PAM, V1aR counter, OXTR potentiate, CHO parental Ca, TAAR1 antag, M1 antag
C=CCNC(=S)N/N=C/c1ccc(C)s1
  2, -5, -1.4, 6, -0.8, -4, -11, -21, -4
CC(=O)Nc1cc(C(=O)OCC(=O)c2ccccc2)ccc1C
  1, -2, -0.3, 7, 0.9, -13, 0, -4, 2
CSc1ccc(S(=O)(=O)N2CCC(C(=O)NCCN3CCOCC3)CC2)cc1
  1, -4, 0.8, 7, 0.4, -9, -8, 6, -14
S=C1N[C@H]2CCCC[C@@H]2N1
  1, 1, -0.7, 12, 0.7, -2, 1, -40, -12
COc1cccc(/C=N/NC(=S)NCCc2ccccc2)c1OC
  -1, -5, nt, 3, nt, nt, nt, 1, -2
Cc1cc(C)c(CN2CCC(n3nccc3NC(=O)c3ccccc3Cl)CC2)cc1C
  2, -4, 1.9, -2, 1.2, -8, -14, -11, 2
C[C@@H](O)[C@H]1O[C@]2(C)CCC[C@H]1O2
  8, -1, 0.8, -7, 0.7, -8, -3, 4, 12
CCOc1ccc(CCNC(=O)COC(=O)CCc2cc(OC)c(OC)c(OC)c2)cc1OCC
  0, -4, -0.6, 8, 0.7, 7, -16, -15, -13
Cn1nc(SCC(=O)O)sc1=S
  8, -2, 0.2, 15, -0.5, -4, -1, -1, -15
CCCCCCc1cc2cc(C(=O)Nc3ccc(OC)cc3)c(=O)oc2cc1O
  4, -3, -0.6, 0, 0.9, -4, -3, -6, -7
Cc1ccc(C)c(N2CCN(CC3CC=CCC3)CC2)c1 (stereo not given)
  15, -7, -1.5, -23, -1.1, -1, -21, 3, 17
O=C(COC(=O)C1=COCCO1)Nc1cccc(S(=O)(=O)N2CCOCC2)c1
  0, -4, -0.1, 7, 0.7, -4, 0, -7, -6
O=C(c1cn(-c2ccccc2)nc1-c1ccc(Cl)cc1)N1CCOCC1
  7, -10, -1.1, 11, -1.0, -3, -8, -11, -10
OCC[C@H]1C[C@H](O)[C@@H](O)[C@]2(OCc3ccccc32)O1
  5, -2, 0.5, 7, -0.1, -3, 9, 5, -3
CC(N=Cc1nc(-c2ccccc2)oc1O)c1ccccc1 (stereo not given)
  0, -4, -1.4, 9, -0.5, -7, -26, -3, -11
COc1ccc(NS(=O)(=O)c2cc(NC(=O)CCNC(=O)c3ccco3)ccc2OC)cc1
  0, 0, nt, 9, nt, nt, nt, -16, -9
Cc1c(N=Cc2ccc(Br)s2)cccc1[N+](=O)[O-]
  6, -2, 0.0, -8, 0.0, -6, -4, 5, 11
CCOc1ccc(Cc2nnc(SCC(=O)Nc3ccc(C(C)=O)cc3)[nH]c2=O)cc1
  1, -2, -0.7, 16, -0.7, -6, 13, -12, -14
CSC1=N/C(=C\c2ccc(C)s2)C(=O)S1
  -1, -8, -3.0, -1, -1.1, -7, -4, -33, 0
COc1ccc(C2=NOC(C)(c3nnc(-c4ccc(F)cc4)o3)C2)cc1 (stereo not given)
  2, -4, -1.2, 1, 2.1, -15, -22, 4, -1
COCc1cc(CN2CCN(CCc3ccccc3)C(CCO)C2)ccc1OC (stereo not given)
  2, -7, -0.9, 5, 0.3, -10, -20, -10, -10
Cc1cc(Cl)ccc1OC(C)c1nnc(N)s1 (stereo not given)
  8, -3, 2.1, -3, 1.9, -2, -15, 13, 5
O=C(CCn1c(=O)oc2ccc(Cl)cc21)N1CCN(Cc2ccccc2)CC1
  -2, -7, -1.7, 11, 0.3, -16, -2, -17, -14
CC(C)(C)Cc1nnc(NC(=O)c2ccco2)s1
  7, -2, 1.9, 15, 2.3, -4, -5, -17, -24
CN(C)CCCn1c(SCc2c(Cl)cccc2Cl)nnc1-c1ccncc1
  -1, -11, 0.7, 7, 0.0, 6, -9, -10, -13
COC(=O)c1cnn(C(=O)c2ccccc2Br)c1N
  17, -3, 0.3, -1, -0.6, -3, 18, 0, -3
Cc1ccc(C)c(OCC(=O)Nc2ccc(N3CCOCC3)cc2N2CCOCC2)c1
  0, -1, -0.3, 4, -0.5, -9, -14, 2, 5
CCOC(=O)c1csc(-c2snnc2C)n1
  1, 3, -1.4, 3, 0.4, -4, -16, -37, -10
O=C(NCc1ccncc1)C(=O)Nc1nccs1
  1, -1, -0.9, 15, -0.5, -7, -17, -10, -17
O=C(NOC(=O)c1c(F)cccc1Cl)c1ccc(Cl)c(Cl)c1
  7, -3, 4.7, 3, 9.6, -11, 7, 24, 3
COc1cc(C(=S)N2CCOCC2)ccc1OC(=O)c1cc([N+](=O)[O-])c(C)c([N+](=O)[O-])c1
  8, -1, 2.2, -1, 1.4, -7, -10, 6, 4
Cc1cc(C)c(O)c(CN(C)Cc2cc(Cl)cc(Cl)c2O)c1
  6, -1, nt, 7, nt, nt, nt, 3, -13
N=c1n(CC(=O)c2ccc([N+](=O)[O-])cc2)c2ccccc2n1Cc1ccccc1
  2, -6, -0.3, 2, -0.9, -6, -8, 3, 3
CCOc1ccc(-c2c(=O)n(OCC)c3ccccc3[n+]2[O-])cc1
  0, -5, -1.2, -4, -0.3, 4, -8, -3, 6
O=S(=O)(CCc1nc2ccccc2o1)c1ccc2ccccc2c1
  8, -2, -0.7, 9, -0.5, -1, -12, 9, -6
Clc1ccc(N(CC2CO2)CC2CO2)cc1 (stereo not given)
  0, -2, nt, 7, nt, nt, nt, -8, -6
Cc1cc(/C=C2/SC(=O)N(CC(=O)N3CCOCC3)C2=O)c(C)n1-c1ccccc1F
  0, -5, 2.0, 3, 3.0, -5, -6, -13, -6
CCn1c(=O)c2cc(S(=O)(=O)NCCOc3ccccc3)ccc2n(CC)c1=O
  0, -8, -0.2, 7, 0.2, -6, -12, -9, -6
COc1ccc(NC(=O)c2cc(S(=O)(=O)N3CCS(=O)(=O)CC3)ccc2Cl)cc1
  6, -2, 1.2, -1, 0.7, -2, -3, -17, -5
CCCC1NC(=O)c2cc3ccccc3cc2-n2c1nc1cc(F)ccc1c2=O (stereo not given)
  4, -9, nt, -3, nt, nt, nt, 10, -10
Cc1ccc(C(=O)Nn2c(N)c(S(=O)(=O)c3ccc(C)cc3)c3nc4ccccc4nc32)cc1
  28, 5, 0.5, 0, 3.4, -1, 1, 26, 20*
CCOC(=O)C1CCN(C(=O)CCc2c(C)nc3c(-c4ccc(F)cc4)c(C)nn3c2C)CC1
  2, -3, -0.3, 4, 0.5, 1, -8, -15, -7
COc1ccc(CCNC(=O)Cn2c(=O)oc3cc(Cl)ccc32)cc1OC
  0, -1, 4.1, 5, 7.2, -4, -13, -21, -9
Cc1oc2c(CN3CCCCC3)c(O)ccc2c(=O)c1-c1ccc(Cl)cc1
  1, -11, 0.7, 2, -0.4, 3, -14, -25, -7
COc1ccc(N2CCN(C(=O)c3ccc4c(=O)n(CC5CCCO5)c(=O)[nH]c4c3)CC2)cc1 (stereo not given)
  11, 0, -0.1, 15, -0.1, -10, -15, -4, -18
O=C(NCc1ccc(C(=O)O)cc1)OCc1ccccc1
  10, -10, -0.1, 11, 0.6, -4, -8, -7, -4
Cc1nc2ccccc2nc1N1CCC(C)CC1
  9, -2, -1.3, -4, -0.6, -5, -7, -9, 5
CCc1c(C)nc(SCC(=O)Nc2ccc(Br)cc2)[nH]c1=O
  3, 6, 0.5, 17, 1.3, -5, 1, -2, -12
CS(=O)(=O)N(CCc1ccccc1)CC(=O)N1CCCC1
  0, -2, 0.3, -5, 1.2, -2, -4, -19, 11
C/C(=N\NC(=O)Cc1ccc(O)cc1)c1cccnc1
  2, 0, nt, -1, nt, nt, nt, -8, -10
O=C(CN1CCN(c2ccc(F)cc2)CC1)N1CCOCC1
  18, -2, 1.4, 9, 0.9, -3, -13, 4, 7
CCOc1ccccc1/C=C(/C#N)C(N)=O
  0, -4, -0.2, 9, 0.2, -2, -5, -15, -3
Cc1cc(Cl)c(S(=O)(=O)N2CC(C)OC(C)C2)cc1OCC(N)=O (stereo not given)
  3, -2, 1.0, -9, -0.3, -4, -11, -4, 6
NC(=O)COC(=O)c1ccccc1OCc1ccc(Cl)cc1
  -1, -4, -2.6, 1, -0.1, -13, -15, -11, 5
Nc1nonc1-n1nnc(C(=O)N/N=C/c2cc(Br)ccc2O)c1CSC1=NCCS1
  0, -5, 0.6, 5, 1.0, -6, 12, 18, 1
Cc1ccc(C(C(=O)NC2CCCC2)N(C(=O)Cc2cccs2)c2ccc3c(c2)OCCO3)cc1 (stereo not given)
  8, -7, -1.2, -4, -0.3, 2, -14, -1, 8
O=C(C=Cc1ccco1)c1ccc2ccccc2c1
  0, -2, nt, 4, nt, nt, nt, -12, -6
O=C(O)c1ccc(CNCc2ccccc2Cl)cc1
  10, 2, 0.7, 16, 0.9, -1, -3, -1, -45
NCCc1nnc(SCc2c(Cl)cccc2Cl)o1
  2, -6, 3.3, 7, 2.8, -1, -22, -24, -14
Cn1c(-c2ccc(C(C)(C)C)cc2)n[nH]c1=S
  7, -5, -0.9, 5, 0.9, -16, -17, 4, -5

Later entries
Every second line gives: TAAR1 ag, CHRM1 agonist, OXTR agonist, CHRM1 PAM, V1aR counter, OXTR potentiate, CHO parental Ca, TAAR1 antag, M1 antag
CCNc1nc(NCC)n2c(SCC(=O)Nc3ccccc3C(F)(F)F)nnc2n1
  0, -3, -0.4, 11, 0.1, -4, 13, -36, -11
CCn1c(NCc2ccc(OC)cc2)nc2ccccc21
  4, -6, 0.2, 5, 0.6, -8, -11, 3, -8
Cc1ncccc1C(=O)N1CCCC(CCC(=O)N2CCN(c3ccccn3)CC2)C1 (stereo not given)
  1, -1, 0.5, 3, -0.2, -1, -7, 4, 4
c1ccn2c(CNc3ncnc4sccc34)nnc2c1
  5, -4, 1.4, 8, 0.7, 3, -19, -15, -7
COc1ccc(N(C)S(=O)(=O)c2cccc(C(=O)NCc3ccc(C)cc3)c2)cc1
  11, -3, 0.0, -5, 1.3, -7, -16, 28, 10

Assay outcomes as filed in PubChem.
